High-throughput results (PubChem BioAssay)
GRK2 aptamer HTS – blocks RNA aptamer binding to human GRK2; P25098; bead flow cytometry, FAM-aptamer displacement from GRK2; inhibition of aptamer binding, % at 10 µM; 330,000 tested, 0.59% active;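 active = inhibition of aptamer binding above 40%, roughly 3 SD of noise, on plates passing a quality check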;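 also: median bead fluorescence of bound FAM aptamer so fluorescent compounds give negative values; no value below 0 was filed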
Target sequence (P25098 whole entry, looked up): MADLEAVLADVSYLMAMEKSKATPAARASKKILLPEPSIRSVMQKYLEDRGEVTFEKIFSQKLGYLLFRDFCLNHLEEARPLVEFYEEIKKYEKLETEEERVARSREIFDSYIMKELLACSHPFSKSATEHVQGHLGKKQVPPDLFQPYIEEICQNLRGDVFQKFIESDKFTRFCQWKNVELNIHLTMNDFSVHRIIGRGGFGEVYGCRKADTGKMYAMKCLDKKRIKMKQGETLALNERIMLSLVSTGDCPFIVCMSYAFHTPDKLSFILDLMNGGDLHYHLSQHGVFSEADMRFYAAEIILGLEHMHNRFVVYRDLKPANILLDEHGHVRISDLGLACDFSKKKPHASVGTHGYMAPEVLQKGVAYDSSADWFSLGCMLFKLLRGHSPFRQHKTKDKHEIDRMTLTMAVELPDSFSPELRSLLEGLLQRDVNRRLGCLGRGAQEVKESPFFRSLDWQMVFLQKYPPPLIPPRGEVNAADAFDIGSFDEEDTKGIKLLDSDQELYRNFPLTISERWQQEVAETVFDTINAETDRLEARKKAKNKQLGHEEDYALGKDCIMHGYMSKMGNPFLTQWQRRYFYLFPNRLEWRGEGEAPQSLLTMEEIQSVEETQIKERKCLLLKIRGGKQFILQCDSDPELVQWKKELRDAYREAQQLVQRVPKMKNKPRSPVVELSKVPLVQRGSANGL
MEP2 TOR yeast – yeast TOR pathway MEP2-GFP modulation; GFP response vs DMSO, % at 10 µM; 330,000 tested, 0.51% active; S. cerevisiae MEP2-GFP strain, flow cytometry GFP, 3 h; 100% = DMSO control level;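 active = GFP response versus DMSO above a set limit, roughly screen mean plus 3 SD, cut at about 180% in these data; inconclusive = fewer than 70 cells counted for a yeast strain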;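 also: median GFP fluorescence of the barcode-gated MEP2-GFP cells per well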
VLA-4 inh – inhibition in a human VLA-4 binding assay; VLA-4 expressing cells, ligand binding flow cytometry; inhibition, % (about 7 µM as worked out from the volumes in the protocol); 330,000 tested, 0.2% active; in the data active = inhibition above about 50%
CIT2-GFP yeast – modulators of TOR pathway CIT2-GFP in S. cerevisiae; GFP response vs DMSO, % at 10 µM; AID 2029; S. cerevisiae CIT2-GFP strain, flow cytometry, 3 h; 100 means same as DMSO wells; 320,000 tested, 0.065% active;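 active = GFP response relative to DMSO above a set limit, near the screen mean plus 3 SD, cut at about 150% in these data; inconclusive = Fewer than 70 cells measured for a yeast strain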;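 also: ratio of well median GFP fluorescence to mean of DMSO wells on the plate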
Yeast superoxide – lowers age-related superoxide in aged yeast cells; AID 2690; 330,000 tested, 0.18% active; S. cerevisiae aged cells, superoxide DHE fluorescence; active compounds read low; superoxide response (% of plate mean), % at 10 µM;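 active = superoxide response under a set limit, about three screen SD below normal, cut at about 65% in these data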;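 also: yeast aged for seven days with compound at 30 °C before DHE staining; 100% = average MFI of all compound-treated wells on the plate with controls excluded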
RPL19A-GFP yeast – yeast TOR pathway RPL19A-GFP modulation; S. cerevisiae RPL19A-GFP strain, flow cytometry, 3 h; active compounds read low; percent response vs DMSO, % at 10 µM; 330,000 tested, 0.3% active;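 active = percent response vs DMSO below 50%; inconclusive = fewer than 70 events counted for the yeast strain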;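 also: median channel GFP fluorescence of the barcoded RPL19A-GFP strain; ratio of sample median GFP to plate DMSO average so 100% = DMSO; lower means less RPL19A-GFP as with rapamycin TOR inhibition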
AGP1-GFP MLPCN – alters AGP1-GFP fluorescence in TOR pathway yeast screen. GFP response vs DMSO, % at 10 µM. S. cerevisiae AGP1-GFP multiplex flow cytometry, 3 h; GFP as percent of DMSO wells. AID 2066. 320,000 tested, 0.02% active;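 active = GFP response relative to DMSO above a set limit, near screen average plus 3 SD, cut at about 150% in these data; inconclusive = fewer than 70 cells counted for the yeast strain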;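 also: median GFP channel fluorescence of the gated AGP1 strain per well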
LAP4 TOR yeast – alters LAP4-GFP fluorescence in TOR pathway yeast screen. 320,000 tested, 0.34% active. S. cerevisiae LAP4-GFP multiplex, flow cytometry GFP, 3 h; median GFP as percent of DMSO wells. GFP response vs DMSO, % at 10 µM;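 active = GFP response vs DMSO above a set limit, about the screen mean plus 3 SD, cut at about 150% in these data; inconclusive = under 70 cell events counted for the yeast strain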
Active calls of the source: *; i = inactive; ? = inconclusive; nt = not tested or not shown; [ ] = remark or other dose.

Each structure is followed by: GRK2 aptamer HTS	MEP2 TOR yeast	VLA-4 inh	CIT2-GFP yeast	Yeast superoxide	RPL19A-GFP yeast	AGP1-GFP MLPCN	LAP4 TOR yeast
CCc1ccc(C(=O)COC(=O)C(CCSC)NC(=O)c2ccccc2)cc1 (stereo unspecified)
→ 0	105	-3	103	102	103	100	97
S=C(Nc1ccccc1)N1CCN(C/C=C/c2ccccc2)CC1
→ 8	87	5	83	93	97	88	83
O=S(=O)(Nc1ccc2c(c1)nc1n2CCOC1)c1ccccc1
→ 3	102	9	87	87	100	103	118
COc1ccc(C(=O)Nc2ccccc2C(=O)Nc2ccc(C(=O)O)cc2)cc1
→ 4	101	-2	108	110	103	100	87
CC(C)CC1(C(=O)NCCN2CCOCC2)C=CCN1C(=O)c1ccccc1 (stereo unspecified)
→ 1	96	0	88	100	103	90	106
Cc1[nH]c2ccccc2c1/C=C(\C#N)C(=O)NC(C)c1ccccc1 (stereo unspecified)
→ 0	104	-1	102	119	99	102	107
C[C@H](NC(=O)c1ccco1)C(=O)NNC(=O)c1ccc(F)cc1
→ 0	93	-7	96	93	98	94	91
CC(NC(=O)CN1C(=O)NC(C)(c2cccc3ccccc23)C1=O)c1ccccc1 (stereo unspecified)
→ 1	104	1	111	104	104	113	96
CCC(=O)c1cn(CC(=O)NCc2ccco2)c2ccccc12
→ 1	98	11	94	115	94	97	95
CN(C)CCCNC(=O)Cc1ccc(Br)cc1
→ 0	109	4	105	85	102	103	102
CC(C)(C)c1ccc(C(=O)Nc2ccc(NC(=O)C(=O)O)cc2)o1
→ 3	90	-1	91	104	89	97	97
CCOc1ccc(NC(=O)CCN2CCN(C)CC2)cc1
→ 1	100	1	100	102	99	100	100
COc1ccc(NS(=O)(=O)c2cccc(C(=O)N3CCCCCC3)c2)cc1
→ 0	97	5	88	94	95	99	104
O=C(NCCC1=CCCCC1)C(=O)NCC1OCCCN1S(=O)(=O)c1ccc(F)cc1 (stereo unspecified)
→ 6	94	-10	96	112	102	89	76
C=CCOC(=O)C1=C(C)N=C2SCCC(=O)N2C1/C=C/c1ccccc1OC (stereo unspecified)
→ 0	103	7	101	116	105	105	101
CC(C)c1nnc(NC(=O)CS(=O)(=O)Cc2ccccc2)s1
→ 3	104	9	98	91	102	103	93
CCN(CC)S(=O)(=O)c1ccc(OC)c(NC(=O)CSc2ccccc2)c1
→ 2	106	6	93	83	102	104	106
Cc1cccc(N2CCN(S(=O)(=O)c3c(C)nc4scc(C)n4c3=O)CC2C)c1 (stereo unspecified)
→ 2	108	7	99	106	97	104	107
CCc1ccc(N2CC(C(=O)NC3CCCCC3C)CC2=O)cc1 (stereo unspecified)
→ 0	102	6	101	114	101	104	97
COc1cc(OC)c(C(=O)O/N=C(\N)c2cccc(C)c2)cc1OC
→ 2	104	1	94	94	99	89	103
CN(C)c1ccc(/C=C/C=C2/SC(=S)N(c3ccccc3)C2=O)cc1
→ 0	114	i	106	112	98	98	100
CCc1ccc(NC(=O)CCn2cccc2)cc1
→ 0	102	13	105	110	102	103	108
CCCc1ccc(S(=O)(=O)N2CCN(C(C)C(=O)NCc3ccc(OC)cc3)CC2)cc1 (stereo unspecified)
→ 0	96	1	97	80	96	97	96
O=S(=O)(c1ccc(Cl)cc1)N1CCC(n2cccc2)CC1
→ 0	100	1	94	111	100	110	119
CC(=O)Nc1ccc(-c2csc(NC(=O)c3ccc(C)o3)n2)cc1
→ 0	90	6	86	94	86	84	90
CCOC(=O)C1CCN(Cc2ccc(OC)c(C)c2OC)CC1
→ 0	95	9	89	102	94	105	80
Cc1c(C#N)c(NC(=O)C(C)C)n(Cc2ccccc2)c1C
→ 2	?	-3	97[may fluoresce red]	100	?	?	?
CCCCN(C)CCCNC(=O)c1ccc2c(c1)N(CC)C(=O)c1ccccc1S2=O (stereo unspecified)
→ 0	99	-5	94	103	99	104	112
COc1ccc(NC(=O)CN2C(=O)C(C)Oc3ccccc32)cc1 (stereo unspecified)
→ 2	103	19	nt	103	102	98	98
Cc1ccc(C)c(N2CCN(C(=O)c3csc4ccccc34)CC2)c1
→ 1	103	12	98	104	100	102	110
COC(=O)c1ccc(NC(=O)CSC2=NCCN2)cc1
→ 0	93	7	98	100	104	98	90
COc1ccc(S(=O)(=O)NC(C)C(=O)O)cc1 (stereo unspecified)
→ 3	99	9	91	109	100	95	91
COC(=O)c1ccc(NC(=O)CC2C(=O)N(c3ccc(C)cc3)C(=O)N2CC(C)C)cc1 (stereo unspecified)
→ 2	96	9	90	121	99	97	101
COc1cc(/C=C(/C#N)C(=O)NCc2ccccc2)cc(OC)c1OC
→ 1	105	17	96	96	106	100	96
Cc1cc(Cl)c2c(c1)[C@]1(C(=O)N2)[C@@H]2C(=O)N(Cc3ccccc3)C(=O)[C@@H]2[C@@H]2CCCN21
→ 0	103	-7	100	106	101	100	93
Cc1ccccc1-c1cc(=O)c2ccccc2o1
→ 0	93	6	81	108	101	88	90
CCN1C(=O)C(O)(C2COC(C)(C)CC2=O)c2cc(Br)ccc21 (stereo unspecified)
→ 1	102	15	98	87	98	104	97
COCCCNc1nc2c(-c3cccc(C(F)(F)F)c3)nnn2c2ccccc12
→ 0	107	-15	101	94	106	95	111
CCCC(C(=O)NC1CCCC1)N(C(=O)Cn1nnc(-c2ccc(C)o2)n1)c1ccccc1OC (stereo unspecified)
→ 1	100	3	101	108	nt	100	96
Cc1ccc(Nc2c(-c3ccccc3O)nc3ncccn23)cc1
→ 0	88	0	87	97	91	97	102
O=C(NC1CCCCC1)c1ccc(S(=O)(=O)N2CCCC2)cc1
→ 0	113	16	110	96	109	111	114
Cc1cc(OC(C)C(=O)NC2CCN(Cc3ccccc3)CC2)c2c(C)cc(=O)oc2c1 (stereo unspecified)
→ 0	102	3	105	80	99	103	98
Cc1ccc(NC(=O)CNC(=O)c2ccc(C)o2)cc1
→ 0	97	-4	94	98	100	91	88
COCCN(Cc1nnc(-c2cccs2)o1)C(=O)c1cccc(S(=O)(=O)N2CCOCC2)c1
→ 0	102	14	105	89	101	101	104
C=CCN1C(=S)CC(c2ccccc2)=Nc2ccccc21
→ 0	99	1	98	99	105	97	95
Cc1cc(NC(=O)CCC(=O)N(Cc2ccco2)C2(C(=O)NC3CCCCC3)CCCC(C)C2)no1 (stereo unspecified)
→ 0	106	12	96	100	99	96	95
CCOc1ccc(NC(=O)CCCn2c(=S)[nH]c3ccsc3c2=O)cc1
→ 2	103	10	98	100	101	106	102
O=C(O)c1cc2n(n1)CCN(Cc1ccccc1Cl)C2=O
→ 13	98	15	nt	106	97	98	97
COc1ccc(NC(=O)c2cc3c(CO)cnc(C)c3oc2=Nc2cccc(F)c2)c(OC)c1
→ 2	102	-6	102	98	98	106	nt
O=C(CSc1nc2ncc(Cl)cc2[nH]1)NCCc1ccc(F)cc1
→ 3	110	-11	94	97	106	111	104
CCOC(=O)N1CCN(C(=O)c2ccc(Cl)c(S(=O)(=O)Nc3ccccc3)c2)CC1
→ 2	90	13	110	97	100	100	95
CN1CCSc2ccc(C(=O)NCc3ccccc3)cc21
→ 0	102	0	104	72	104	99	103
Cc1ccc(S(=O)(=O)/N=c2\sccn2C)cc1
→ 0	86	6	82	95	87	86	nt
O=C1c2cccc3cccc(c23)C(=O)N1CC1CCN(S(=O)(=O)c2ccc(F)cc2)CC1
→ 1	97	5	95	87	101	98	93
COc1cc2c(cc1NC(=O)c1cccc(Br)c1)CCCC2
→ 0	115	-8	100	90	99	95	103
CCCn1cnc2c(cnn2-c2ccc(F)cc2)c1=O
→ 1	103	8	101	106	101	102	107
CCOc1cc(/C=C2/NC(=O)N(CC(=O)Nc3cccc(C)c3)C2=O)ccc1O
→ 0	100	2	92	i	96	98	99
Cn1c2c(c(=O)n(C)c1=O)C(c1ccc(O)cc1)Nc1ccccc1O2 (stereo unspecified)
→ 0	87	9	103	89	90	94	87
Clc1ccc(N2CCN(Cc3c[nH]c4ncccc34)CC2)cc1
→ 0	95	-8	91	92	97	84	104
COC(=O)COc1cc(Br)c(/C=C2/SC(=O)N(CC(=O)N3CCCC3)C2=O)cc1OC
→ 3	94	0	88	98	96	95	98

Remaining list, next part.
Each structure is followed by: GRK2 aptamer HTS	MEP2 TOR yeast	VLA-4 inh	CIT2-GFP yeast	Yeast superoxide	RPL19A-GFP yeast	AGP1-GFP MLPCN	LAP4 TOR yeast
COc1ccc(-c2nnc(NC(=O)c3cc(Cl)ccc3Cl)o2)cc1
→ 1	92	-15	102	98	102	96	110
Cc1ccc2nc(-c3ccccc3)cc(C(=O)O)c2c1
→ 0	108	1	101	106	101	106	102
COC(=O)[C@@H]1C[C@@H]2CC[C@@H](O)C[C@@H]2N1Cc1ccc(Cl)cc1
→ 0	99	5	88	101	106	92	108
COc1ccc(Cl)cc1C(=O)NCC(=O)OCc1ccccc1
→ 1	96	-12	84	106	96	95	115
CN(C)c1ccc(C2C=C(c3ccc(Cl)cc3OC(F)F)Nc3ncnn32)cc1 (stereo unspecified)
→ 0	101	0	104	94	99	103	104
O=S(=O)(c1ccc(Oc2ncnc3scc(-c4ccccc4)c23)cc1)N1CCOCC1
→ 0	101	5	101	106	97	102	109
Cc1ccc(CNC(=O)C2CC(c3cccc([N+](=O)[O-])c3)=NO2)cc1 (stereo unspecified)
→ 0	92	29	105	102	98	94	115
CCc1nn(CC(=O)NC(C)CCc2ccccc2)c(=O)c2cc3cc(F)ccc3n12 (stereo unspecified)
→ 0	107	-1	94	106	95	99	92
Cc1ccc2c(c1)sc1nc(=O)n(-c3cccc(Cl)c3)c(=O)n12
→ 0	101	27	104	100	102	103	92
O=C(CSc1nnc(-c2ccncc2)o1)NCc1ccccc1
→ 1	102	-6	102	114	105	99	96
CCC(Sc1nc2cc(OC)c(OC)cc2c(=O)n1Cc1ccco1)C(=O)NCCOC (stereo unspecified)
→ 1	101	3	108	100	104	107	105
CCC1CN(C(=O)NCc2ccccc2)c2cc(C)ccc2O1 (stereo unspecified)
→ 0	?	5	?	108	?	?	?
Cc1noc(C)c1COc1cccc(C(=O)NC(C)(C)C)c1
→ 2	100	1	93	112	99	98	98
Cc1[nH]n(C(N)=S)c(=O)c1N=Nc1ccccc1C(F)(F)F
→ 0	98	-2	100	82	95	94	106
CCCn1nc(C(=O)NNC(=O)c2ccc(OC(F)F)cc2)c2ccccc2c1=O
→ 0	95	-1	101	85	96	98	101
O=C(Nc1ccc(S(=O)(=O)N2CCCC2)cc1Cl)C1=COCCO1
→ 3	103	10	98	128	99	101	108
CC(C)(C)NC(=O)Cn1nnc(-c2ccc(Cl)cc2)n1
→ 1	105	9	96	103	99	100	95
O=C(COC(=O)C12CC3CC(CC(C3)C1)C2)Nc1nccs1
→ 0	93	-1	90	99	97	99	112
COc1cc(OC)cc(-c2nnc(SCC(=O)Nc3cccc(C(=O)O)c3)s2)c1
→ 0	109	26	120	94	102	107	108
CC(=O)NNC(=S)NC(=O)C(c1ccccc1)c1ccccc1
→ 1	107	5	105	81	106	103	103
CCOC(=O)N1CCN(C(=O)Cn2ccc3c(OC)cccc3c2=O)CC1
→ 5	101	0	94	133	104	98	105
Cc1c(N2C(=O)CSC2=S)c(=O)n(-c2ccccc2)n1C
→ 3	93	2	94	111	96	104	101
CC(C)(C)C1c2[nH]c3ccccc3c2CCN1CCCn1cccn1 (stereo unspecified)
→ 2	107	0	104	118	105	103	96
